HKDC1 inh: blocks human hexokinase HKDC1 activity. Q2TB90. 340,000 compounds, 0.16% hits. inhibition, % at 20 µM. recombinant HKDC1, G6PDH/diaphorase resazurin coupled fluorescence;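 active = inhibition above about 35% when tested at 20 µM, limit read from the data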;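 note: plate controls were DMSO wells with enzyme for no effect and DMSO wells lacking enzyme for full effect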
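Assay system: recombinant HKDC1 hexokinase; detection: coupled resazurin fluorescence, excitation 525 nm, emission 613 nm; benchmarks: DMSO-plus-enzyme-mix negative control, buffer-substituted positive control; compound dosing: single 20 µM dose; schedule: 90 min at room temperature in dark; also added: glucose plus 1 mM ATP as hexokinase substrates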
mIAP act: increases mouse intestinal alkaline phosphatase activity. AID 2805. activation factor at 10 µM. 330,000 compounds, 0.24% hits. muIAP, CDP-Star luminescence, 30 min; active compounds read high; 1 = vehicle-only enzyme signal, 0 = enzyme-free wells;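 active = activation factor of at least 2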; note: the source names both 10 and 20 µM as test concentration; values of inactives mirror those of a sister screen read the other way
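Assay system: mouse IAP enzyme / Compound: DMSO-dissolved test compounds / Timing: 30 min, room temperature / Measured by: luminescence from enzymatic CDP-Star hydrolysis / Control set: DMSO-only wells, enzyme-free buffer wells as negative control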
ATG4B inh: ATG4B (human) cysteine protease inhibition. AID 504462. 340,000 compounds, 0.51% hits. ATG4B cleavage of LC3-PLA2, NBD-HPC fluorescence, 1 h. inhibition, % at 8.33 µM. Q9Y4P1; in the data active = inhibition above about 40%
Target sequence (Q9Y4P1 whole entry, looked up): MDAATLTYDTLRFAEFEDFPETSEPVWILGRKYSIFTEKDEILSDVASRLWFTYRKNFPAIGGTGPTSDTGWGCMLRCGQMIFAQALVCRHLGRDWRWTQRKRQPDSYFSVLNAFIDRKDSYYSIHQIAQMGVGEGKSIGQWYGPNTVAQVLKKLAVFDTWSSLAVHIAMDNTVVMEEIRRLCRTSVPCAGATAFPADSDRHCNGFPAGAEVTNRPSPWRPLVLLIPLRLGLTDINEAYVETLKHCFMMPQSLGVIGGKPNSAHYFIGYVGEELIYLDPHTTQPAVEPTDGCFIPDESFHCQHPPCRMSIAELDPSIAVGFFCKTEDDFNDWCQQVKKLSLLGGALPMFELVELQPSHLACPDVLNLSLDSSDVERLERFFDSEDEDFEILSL
APOBEC3A inh: blocks human APOBEC3A ssDNA deamination; 330,000 compounds, 0.41% hits; recombinant A3A, FAM/TAMRA ssDNA deamination fluorescence; inhibition, % at 20 µM;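 active = at least 40% inhibition at 20 µM here, with at most 30% in a related deaminase screen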;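 note: plate controls were A3A with DMSO for no effect and wells lacking A3A enzyme for full effect; some results filed as inactive read as strong as hits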
Target sequence (P31941 whole entry, looked up): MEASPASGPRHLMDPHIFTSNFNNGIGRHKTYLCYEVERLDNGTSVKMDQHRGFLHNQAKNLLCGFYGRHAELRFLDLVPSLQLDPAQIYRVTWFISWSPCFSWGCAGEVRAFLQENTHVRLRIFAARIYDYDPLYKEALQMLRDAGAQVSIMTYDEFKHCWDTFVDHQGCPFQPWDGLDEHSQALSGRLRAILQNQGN
hIAP activ: increases human intestinal alkaline phosphatase activity; P09923; purified human IAP, CDP-Star luminescence, 30 min; active compounds read high; 1 = vehicle-only enzyme, 0 = enzyme-free background; activation factor at 10 µM; 330,000 compounds, 0.16% hits; AID 2524;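 active = activation factor of the enzyme at least 2-fold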; note: the source names both 10 and 20 µM as test concentration; values of inactives mirror those of a sister screen read the other way
Target sequence (P09923 whole entry, looked up): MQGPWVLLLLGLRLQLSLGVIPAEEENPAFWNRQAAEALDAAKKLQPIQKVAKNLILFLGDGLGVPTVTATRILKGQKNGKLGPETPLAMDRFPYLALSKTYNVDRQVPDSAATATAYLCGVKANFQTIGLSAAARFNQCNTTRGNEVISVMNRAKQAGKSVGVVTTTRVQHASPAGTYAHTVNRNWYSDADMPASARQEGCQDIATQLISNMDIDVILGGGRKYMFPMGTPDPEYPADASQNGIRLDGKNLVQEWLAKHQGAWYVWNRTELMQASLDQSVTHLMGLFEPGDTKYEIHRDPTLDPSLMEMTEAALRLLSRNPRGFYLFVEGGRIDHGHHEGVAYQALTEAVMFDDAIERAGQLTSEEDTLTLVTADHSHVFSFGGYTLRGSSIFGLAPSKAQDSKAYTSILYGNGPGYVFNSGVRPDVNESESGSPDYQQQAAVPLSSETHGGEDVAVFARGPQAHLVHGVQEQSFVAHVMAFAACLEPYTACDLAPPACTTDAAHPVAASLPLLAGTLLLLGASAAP
hIAP block: blocks human intestinal alkaline phosphatase | P09923 | AID 2544 | purified IAP, CDP-Star luminescence, 30 min | 330,000 compounds, 0.12% hits | inhibition, % at 10 µM;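 active = inhibition reaching a set limit with compound at 10 µM in the primary screen, cut at about 35% in these data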;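 note: plate controls were DMSO wells with enzyme for no effect and no-enzyme buffer wells for full effect; values of inactives mirror those of a sister screen read the other way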
mIAP block: blocks mouse intestinal alkaline phosphatase; inhibition, % at 10 µM; 330,000 compounds, 0.2% hits; purified mouse IAP, CDP-Star luminescence, 30 min;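 active = inhibition of at least 40% at 10 µM in the primary screen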;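 note: plate controls were DMSO with enzyme for no effect and no enzyme wells for full effect; values of inactives mirror those of a sister screen read the other way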
PfG6PD inh: PfG6PD (Plasmodium falciparum) enzyme inhibition. PfGluPho enzyme, NADPH resazurin-diaphorase fluorescence. inhibition, % at 20 µM. 350,000 compounds, 0.78% hits. AID 504690;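 active = inhibition reaching at least a set limit at 20 µM in the primary screen, cut at about 59% in these data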;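 note: 0% = DMSO wells with substrate and 100% = DMSO wells lacking glucose-6-phosphate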
An asterisk follows results filed as active; / = no result given; & = joins results of further samples.

SMILES	HKDC1 inh	mIAP act	ATG4B inh	APOBEC3A inh	hIAP activ	hIAP block	mIAP block	PfG6PD inh
NC(=O)CC[C@@H]1NC(=O)[C@@H]2CCCN2C(=O)c2cc([N+](=O)[O-])cc(I)c2NCCC[C@@H](C(N)=O)NC1=O	-1	1	-13	18	1.1	-14	-2	15
COc1cccc(OCCCCN2CCCCC2)c1	-8	0.93	4	-6	1.1	-12	7	-7
CN1CCN(C(=S)NC(=O)c2ccccc2Br)CC1	-10	0.99	-2	2	0.96	4	1	9
Cc1ccc(NC(=O)CCSc2nnc(C)o2)cc1	-3	0.98	-2	2	0.96	4	2	5
CCOC(=O)C1=C(O)/C(=C/c2ccc(CNC(=O)C(=O)Nc3ccc(C)cc3)o2)N=C1C	-2	0.79	-3	8	1.1	-11	21	19
CCn1cc(C(=O)O)c(=O)c2cc(F)c(N3CCN(C(=S)NC(=O)c4ccc(OC)cc4)CC3)cc21	2	0.97	7	-4	0.87	13	3	3
CCOC(=O)c1cc(-c2ccc(OC)cc2)n(CCC(=O)NCCN2CCC(C)CC2)c1C	-2	1.1	-7	-1	1.1	-10	-7	-8
Cc1cc(C)nc(SCc2cc(=O)c(OC(=O)c3ccco3)co2)n1	10	1	1	3	1.1	-9	-1	-11
C=CCN1C(=O)c2ccc(C(=O)N3CCC(C(N)=O)CC3)cc2C1=O	-5	0.93	4	-2	1.2	-19	7	-22
O=C(CSc1nnnn1-c1ccc2c(c1)OCO2)NCc1ccccc1	4	1	8	2	0.91	9	0	-4
CSCC(C)N1CCC(n2nccc2NC(=O)CCOc2ccccc2)CC1 (configuration not stated)	-2	1	-9	0	0.97	2	-2	-2
CCCCn1c(N)c(N(CCC(C)C)C(=O)C2CCCN(C(=O)c3ccc(Cl)cc3)C2)c(=O)[nH]c1=O (configuration not stated)	-5	0.89	-14	17	0.8	20	11	18

Among those listed so far, these contain a halogen.
SMILES	HKDC1 inh	mIAP act	ATG4B inh	APOBEC3A inh	hIAP activ	hIAP block	mIAP block	PfG6PD inh
NC(=O)CC[C@@H]1NC(=O)[C@@H]2CCCN2C(=O)c2cc([N+](=O)[O-])cc(I)c2NCCC[C@@H](C(N)=O)NC1=O	-1	1	-13	18	1.1	-14	-2	15
CN1CCN(C(=S)NC(=O)c2ccccc2Br)CC1	-10	0.99	-2	2	0.96	4	1	9
CCn1cc(C(=O)O)c(=O)c2cc(F)c(N3CCN(C(=S)NC(=O)c4ccc(OC)cc4)CC3)cc21	2	0.97	7	-4	0.87	13	3	3
CCCCn1c(N)c(N(CCC(C)C)C(=O)C2CCCN(C(=O)c3ccc(Cl)cc3)C2)c(=O)[nH]c1=O (configuration not stated)	-5	0.89	-14	17	0.8	20	11	18

Going on with the list:
SMILES	HKDC1 inh	mIAP act	ATG4B inh	APOBEC3A inh	hIAP activ	hIAP block	mIAP block	PfG6PD inh
CCOc1ccc(NC(=O)COC(=O)C23CC4CC(CC(C4)C2)C3)c([N+](=O)[O-])c1	6	1	-3	-2	0.91	9	-2	14
C[C@H](NC(=O)c1ccco1)C(=O)NNC(=O)COc1cccc(C(F)(F)F)c1	3	1	0	4	1.5	-51	-1	-5
CC(C)COC(=O)n1c(SCC(N)=O)nc2ccccc21	-1	1.1	10	-7	1.2	-15	-7	1
CCOc1ccc(C(=O)Nc2nnc(S(=O)(=O)Nc3ccccc3C)s2)cc1	-1	1	-17	0	1.1	-10	-2	-60
O=C(CSc1nn(-c2ccc(F)cc2)c(=S)s1)NCC1CCCO1 (configuration not stated)	-9	1.1	-7	-2	1.1	-7	-10	15
O=C(CNc1cccc(S(=O)(=O)N2CCCC2)c1)Nc1cccc(F)c1	-2	1.1	3	-5	0.98	2	-6	-11
O=C(c1ccc(Cl)cc1)N1CCN(CCc2ccccn2)CC1	-1	0.98	13	-3	1.2	-16	2	-12
S=C(NCCc1cnc[nH]1)NC1CCCC1	-6	0.92	-9	-5	0.98	2	8	-2
CCOC(=O)C1=C(C)SC2=NS(=O)(=O)CCN21	-11	1	-11	-1	1.1	-15	-1	12
C/C(=N\Nc1ccc(F)cc1F)c1cccs1	/	0.95	/	1	0.77	23	5	/
COc1cccc(N2CCN(S(=O)(=O)c3ccc(CN4C(=O)c5cccnc5C4=O)cc3)CC2)c1	-2	0.97	1	0	1.2	-22	3	-3
CCCCn1c(N)c(N(CC(C)C)C(=O)C2CCCN(C(=O)c3ccc(Cl)cc3)C2)c(=O)[nH]c1=O (configuration not stated)	-4	0.98	-5	9	0.9	10	2	-5
CC(=O)C1=C(C)NC(=O)NC1c1cccs1 (configuration not stated)	-7	1	-10	0	0.96	4	-4	-13
CC(C)(C)[C@@H]1COC(=O)[C@H](Cc2ccc(F)cc2)CC/C=C\C[C@H](CC(=O)N(CCO)Cc2ccccc2)C(=O)N1	2	1.1	-4	6	0.98	2	-14	-7
C=CCn1c(CNC(=O)c2ccccc2C)nnc1SCC(=O)NC1CCCC1	-4	0.96	-1	0	1.1	-8	4	6
CCN(CC)CCNc1nc(-n2nc(C)cc2C)nc2sc3c(c12)CC(C)(C)OC3	3	1.1	8	-5	0.88	12	-13	-2
Cc1ccsc1C(=O)N1CCC(N2CCC(C(=O)NCC3CCCO3)CC2)CC1 (configuration not stated)	0	0.91	-5	3	1	-3	9	0
CC1=CC(=O)c2ccccc2C1=O	0&9	1&1.1	-7&8	-1&0	0.9&1.2	10&-17	-1&-14	21&25
COCCCNC(=O)c1cc2c(-c3ccc(Cl)cc3)nn(C)c2s1	11	1.1	-13	3	0.99	1	-5	24
CN(CC(=O)Nc1ccccc1N1CCOCC1)S(=O)(=O)c1ccc(F)cc1	-7	0.99	6	3	1	0	1	9
Cc1cccc(N(C(=O)Cn2nnc3ccccc32)C(C(=O)NC(C)(C)C)c2ccsc2)c1C (configuration not stated)	-9	1.1	-10	-1	1.1	-13	-11	6
O=C(COC(=O)c1cc([N+](=O)[O-])ccc1N1CCOCC1)c1ccccc1	-2	1	-4	4	0.94	6	-5	12
CC[C@H](C)[C@@H](C(=O)N1CCNCC1)n1cc([C@@H](N)CO)nn1	-8	0.99	2	-1	1.1	-6	1	17
Cc1ccccc1-c1cc(=O)c2c(O)cccc2o1	4	0.97	16	-6	1.1	-12	3	-7
CC(C)CCNCC1OCc2ccccc2CO1	4	0.96	-8	2	1.2	-21	4	-20
CCc1ccccc1NC(=O)CCNC(=O)Cn1ccc2ccccc2c1=O	-7	0.91	-7	-2	0.9	10	9	-3
Cc1cc(-c2nnc(CCC(=O)N(CC3CC3)CC3CCCO3)o2)no1 (configuration not stated)	5	1	-13	-3	1	0	-2	-7
Cc1cccc(NC(=O)c2cc(C)nc3ccccc23)c1	-3	1.1	4	-6	0.96	4	-10	-2
CCc1nn(CC(=O)NCCc2ccc(Cl)cc2)c(=O)c2cccn12	-2	1	4	-1	1.1	-9	-2	-5
CCCNC(=O)NC(=O)CN1C(=O)NC(C)(c2ccc(C)cc2)C1=O (configuration not stated)	-10	0.89	-6	-4	0.8	20	11	-5
Cc1cc(C(=O)COC(=O)c2ccc[nH]c2=O)c(C)n1-c1ccc(F)cc1	-8	1.1	-2	-11	1.1	-10	-10	-1
O=C(COc1ccc([N+](=O)[O-])cc1)N1CCc2ccccc2C1	-1	0.95	-2	1	0.96	4	5	-4
Cc1cc(C(=O)Nc2cccnc2)no1	-4	1.1	4	-1	1.2	-22	-9	4
CCOC(=O)c1cc(CC)sc1NC(=O)COC(=O)c1cnccn1	2	1	-3	7	0.93	7	-1	-3
Cc1cccc(C(CC(=O)N2CCCCC2)c2ccccc2)c1O (configuration not stated)	-3	1.1	2	-5	1.2	-21	-5	0
O=C1NC(Cc2ccc(O)cc2)c2nc3ccc(Cl)cc3c(=O)n2-c2cc(Cl)ccc21 (configuration not stated)	/	1.1	/	-3	0.92	8	-9	/
Nc1nnc(-c2ccc(Cl)cc2)o1	-5	0.96	-6	2	0.93	7	4	-4
CCC(=O)Nc1cccc(NC(=S)NC(=O)c2cccs2)c1	-3	1	-2	0	1.1	-10	0	6
O=C(COC(=O)CCC(=O)c1cccs1)Nc1cc(S(=O)(=O)N2CCOCC2)ccc1Cl	-3	1	-1	-2	0.84	16	-4	-4
O=C(CN1CCc2cc3c(cc2C1)OCCCO3)Nc1ccc(S(=O)(=O)N2CCCC2)cc1	2	1.1	-3	-2	1.1	-12	-5	-1
CC(=O)Nc1cccc(NC(=O)CSc2nc(=O)n(CCCN3CCOCC3)c3c2CCC3)c1	-8	1	2	-3	1.2	-16	-1	-5
Cc1ccc(Cl)cc1NC(=O)CON=C(N)c1ccccc1	0	0.96	9	4	0.99	1	4	4
Cc1c(O)c(CN2CCCC2)cc2c3c(c(=O)oc12)CCC3	-5	1.2	8	-3	1	-1	-17	-2
O=C(N/N=C/c1ccc(N2CCCC2)c([N+](=O)[O-])c1)c1cccnc1	-7	1.1	5	-4	1.1	-5	-8	-23
CCCc1oc(C(=O)O)cc1CN1CCOCC1	-13	1	7	2	1.3	-34	-1	13
O=c1[nH]ncc(NCCc2ccccc2)c1Cl	-6	0.91	-5	-1	1.1	-12	9	-5
COC(=O)C(NNc1ccccc1)(NC(=O)c1ccccc1F)C(F)(F)F (configuration not stated)	1	0.95	-17	0	1.1	-8	5	5
O=C(NNC(=O)C1COc2ccccc2O1)c1ccccc1 (configuration not stated)	-8	1	0	3	0.91	9	-3	-10
CCc1nnc(NS(=O)(=O)c2ccc(NC(=O)c3cccc(Cl)c3)cc2)s1	3	1	-3	-4	1.2	-17	-2	-14
O=C(COC(=O)c1ccccc1)NCC1CCCO1 (configuration not stated)	-14	1	-11	3	1.1	-10	-1	-10
CCC(C)(C)NC(=O)Cc1ccc(OC)c(OC)c1	0	1.1	3	-4	0.94	6	-6	1
CCn1cc(C(=O)N2CCc3ccccc32)c(=O)c2cc(S(=O)(=O)N3CCCC3)ccc21	-16	0.94	13	-1	0.94	6	6	-14
O=C(CN1C(=O)NC2(CCCC2)C1=O)N1CCN(S(=O)(=O)c2ccc(Cl)c(C(F)(F)F)c2)CC1	-4	1	-4	-3	1.1	-8	-1	2
C=CCOC(=O)C1=C(C)NC(SC)=C(C#N)C1c1ccc(OCC)cc1 (configuration not stated)	6&-3	0.96	-6&-4	-3	1.1	-7	4	21&13
COCc1cc(=O)n2c(-c3ccc(C)cc3)n[nH]c2n1	1	0.91	-3	8	1	0	9	0
CCN(CC)Cc1nc2c(c(=O)[nH]1)C1(CCCC1)Cc1ccccc1-2	-5	1	5	-5	1.3	-26	0	11
Cc1ccc(-c2csc(NC(=O)Cn3cnc4c3c(=O)n(C)c(=O)n4C)n2)cc1C	0	0.96	-15	1	0.96	4	4	-6
COc1ccc(CCNC(=O)C2CCC(=O)N2CCc2ccccc2)cc1OC (configuration not stated)	-5	1.1	-4	-5	1.1	-11	-10	-10
Fc1cc(F)c(NC(=S)N2CCOCC2)c(F)c1	-7	1	-1	-1	0.95	5	-3	-6
CCOc1ccc(C2=C(C=Nc3c(C)n(C)n(-c4ccccc4)c3=O)C(c3ccc(F)cc3)c3ccccc3O2)cc1 (configuration not stated)	-2	0.93	-10	-2	0.75	25	8	6
More results
SMILES	HKDC1 inh	mIAP act	ATG4B inh	APOBEC3A inh	hIAP activ	hIAP block	mIAP block	PfG6PD inh
COC(=O)c1cccc(Nc2nc3ccccc3nc2C)c1	-2	1.1	-20	-1	0.96	4	-8	3
CCN(CC)S(=O)(=O)c1ccc(O)c(C(=O)OCC(=O)NC23CC4CC(CC(C4)C2)C3)c1	-4	0.96	-12	-2	1	-4	4	-20
CCC(C)NC(=O)CS(=O)(=O)Cc1nc(-c2cccc(OC)c2)oc1C (configuration not stated)	-7	0.9	-5	15	1.1	-10	10	10
CCC(C(=O)NC1CCCCC1)n1c(SCc2cccc(C)c2)nc2ccncc21 (configuration not stated)	-1	1.2	-16	-4	1.2	-24	-20	-4
